Screens (PubChem BioAssay)
bIAP inh: bovine intestinal alkaline phosphatase inhibitors, primary screen, selectivity assay for TNAP inhibitor project, biochemical, bovine IAP, CDP-star luminescence | alkaline phosphatase, intestinal [Bos taurus] | purified bovine IAP, 30 min | inhibition, % at 20 µM | 190,000 tested, under 10 active | AID 1019, 2008;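 active = over 50% inhibition of intestinal alkaline phosphatase at 20 µM in the single-dose screen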
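test system = bovine IAP enzyme | medium = DEA buffer 100 mM, pH 9.8, with MgCl2 1.0 mM, ZnCl2 0.02 mM | detection = luminescence | dosing = single compound dose of 20 µM, 2% DMSO final | incubation = 30 min reaction at room temperature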
FLuc stim CS: FLuc activators, initial screening, artefact control for FLuc-dependent activation tests, biochemical, ATPlite luminescence | 200,000 tested, under 10 active | Luciferin 4-monooxygenase (Photinus pyralis), P08659 | AID 1027, 2008 | activation factor at 10 µM | ATPlite luciferase biochemical, 10 min; 0 = ATP-free wells, 1 = DMSO control;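 active = luciferase activation factor, scaled between plate controls, of at least 2 with compound at 10 µM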
Target sequence (P08659 whole entry, looked up): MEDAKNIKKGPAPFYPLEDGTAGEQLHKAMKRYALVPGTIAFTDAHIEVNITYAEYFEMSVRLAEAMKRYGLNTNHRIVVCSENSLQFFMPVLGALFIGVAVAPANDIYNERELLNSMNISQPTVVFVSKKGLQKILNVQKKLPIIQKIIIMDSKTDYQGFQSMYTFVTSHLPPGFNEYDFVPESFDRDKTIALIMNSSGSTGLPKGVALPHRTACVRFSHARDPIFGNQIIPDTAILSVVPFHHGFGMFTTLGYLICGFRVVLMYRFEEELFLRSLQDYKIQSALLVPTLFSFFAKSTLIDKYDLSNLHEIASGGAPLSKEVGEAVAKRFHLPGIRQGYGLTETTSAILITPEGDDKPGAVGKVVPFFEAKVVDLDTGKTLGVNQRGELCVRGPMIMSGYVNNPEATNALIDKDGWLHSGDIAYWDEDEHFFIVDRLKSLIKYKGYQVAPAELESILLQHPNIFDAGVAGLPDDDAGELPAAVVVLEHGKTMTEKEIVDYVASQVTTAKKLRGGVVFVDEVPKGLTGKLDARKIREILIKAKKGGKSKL
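Assay system: Luciferase/luciferin detection reagent, cell-free biochemical luciferase assay / Also added: ATP substrate / Schedule: 10 min at ambient temperature / Measured by: luminescence measurement of luciferase light output / Benchmarks: low control with PBS replacing ATP, high control enzyme plus ATP without compound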
TNAP inh noacc: human TNAP enzyme inhibitors, primary screen, biochemical, luminescent, no phosphate acceptor, uHTS; inhibition, % at 20 µM; AID 1012, 2008; purified TNAP, CDP-star luminescence, 30 min; Alkaline phosphatase, tissue-nonspecific isozyme (Homo sapiens), P05186; actives 0.26% (n = 200,000);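 active = tissue-nonspecific alkaline phosphatase inhibition above about 50% at 20 µM in the single-dose screen, limit read from the data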;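 also: 0% = DMSO negative control and 100% = EDTA positive control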
Target sequence (P05186 whole entry, looked up): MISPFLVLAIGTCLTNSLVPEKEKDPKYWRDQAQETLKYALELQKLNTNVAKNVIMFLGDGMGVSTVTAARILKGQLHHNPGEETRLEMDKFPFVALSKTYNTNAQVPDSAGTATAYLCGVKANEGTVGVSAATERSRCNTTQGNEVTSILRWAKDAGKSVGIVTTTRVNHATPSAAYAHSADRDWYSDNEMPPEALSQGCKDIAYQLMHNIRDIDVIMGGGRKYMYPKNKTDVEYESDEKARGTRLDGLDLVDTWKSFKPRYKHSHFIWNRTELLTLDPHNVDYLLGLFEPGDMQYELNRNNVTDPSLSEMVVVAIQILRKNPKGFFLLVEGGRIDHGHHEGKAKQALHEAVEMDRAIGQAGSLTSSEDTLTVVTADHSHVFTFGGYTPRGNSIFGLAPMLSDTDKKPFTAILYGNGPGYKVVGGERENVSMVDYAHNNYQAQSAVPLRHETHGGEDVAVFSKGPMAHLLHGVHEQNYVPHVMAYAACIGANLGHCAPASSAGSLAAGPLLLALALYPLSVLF
TNAP inh hi DEA: human TNAP enzyme inhibitors, primary screen, biochemical, luminescent, high phosphate acceptor level, uHTS; Alkaline phosphatase, tissue-nonspecific isozyme (Homo sapiens), P05186; purified TNAP, CDP-star luminescence, 1 M DEA; inhibition, % at 20 µM; actives 0.03% (n = 200,000); AID 1135, 2008;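 active = over 50% inhibition of tissue-nonspecific alkaline phosphatase at 20 µM in the single-dose screen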;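 also: plate controls were DMSO wells for no effect and EDTA-quenched wells as full inhibition for full effect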
APP transl inh: inhibitors of APP translation via 5'UTR reporter, primary screen, APP 5'UTR luciferase, SH-SY5Y cells; actives 0.82% (n = 190,000); SH-SY5Y APP 5'UTR-luciferase reporter, luminescence; inhibition, % at 2 µM;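 active = inhibition above a set limit, derived from the sample mean plus 3 SD, cut at about 45% in these data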; also: values of inactives mirror those of a sister screen read the other way
RAM inhibit: inhibitors of the yeast RAM network, primary screen, dse1pr::URA3 reporter, 5-FOA selection; S. cerevisiae dse1pr::URA3 reporter, 5-FOA growth OD615, 2 d; analog-sensitive cbk1-as2 kinase mutant strain; inhibition, % at 50 µM; actives 1.8% (n = 190,000);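 active = inhibition above a set limit, 3 SD over mean compound inhibition, cut at about 8.4% in these data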;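 also: 0% = DMSO-only wells with no growth and 100% = 10 µM 1-NA-PP1 full growth; inhibition rescues growth on 5-FOA so higher OD means more RAM inhibition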
TNAP act hi DEA: TNAP activators at high phosphate acceptor level, primary screen, biochemical, luminescence, uHTS; 200,000 tested, under 10 active; Alkaline phosphatase, tissue-nonspecific isozyme (Homo sapiens), P05186; purified TNAP, CDP-star luminescence, 1 M DEA, 30 min; active compounds read high; 0 = EDTA background, 1 = DMSO-only activity; AID 1136, 2008; activation factor at 20 µM;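 active = activation factor at least 2 at 20 µM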
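system = human TNAP | amount = enzyme diluted 1/800 final | reagent = 100 µM CDP-star substrate | signal = luminescent substrate turnover signal | dosing = one dose, 20 µM | benchmarks = EDTA negative control, DMSO positive control | measure = activation factor | timing = 30 min reaction, room temperature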
FLuc inh counter: firefly luciferase enzyme inhibitors, primary screen, artefact control for luciferase-based inhibitor screens, biochemical, luminescence, ATPLite | Luciferin 4-monooxygenase (Photinus pyralis), P08659 | 10 min | inhibition, % at 10 µM | actives 1.5% (n = 200,000) | AID 1006, 2008;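 active = inhibition above about 50% when tested at 10 µM, limit read from the data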
L major viab: Leishmania major promastigote growth inhibition, primary screen. Leishmania major promastigotes, resazurin fluorescence viability. inhibition, % at 10 µM. actives 9% (n = 200,000). AID 1063, 2008; in the data active = inhibition above about 50%;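 also: promastigotes grown with compound for 44 hours at 28 °C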
bIAP activator: bovine intestinal alkaline phosphatase activators, primary screen, biochemical, bovine IAP, CDP-star luminescence; alkaline phosphatase, intestinal [Bos taurus]; purified bovine IAP, 30 min; active compounds read high; fold of DMSO-control signal, blank-subtracted; activation factor at 20 µM; actives 0.17% (n = 200,000);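 active = activation factor of 2 or more at 20 µM, a signal rise over negative controls twice the positive control's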
Numbers without * were called inactive; nt = no result given. The order is random. Share with any hit: about 13%.

SMILES	bIAP inh	FLuc stim CS	TNAP inh noacc	TNAP inh hi DEA	APP transl inh	RAM inhibit	TNAP act hi DEA	FLuc inh counter	L major viab	bIAP activator
Clc1ccc(-c2nnc(NC3=NCCCCC3)o2)cc1	9	0.2	-4	-5	-152	0.8	1.1	78*	13	0.9
CCN(CC)S(=O)(=O)c1ccc(C(=O)Nc2nnc(C(C)C)s2)cc1	12	1.1	-14	-5	-14	0.6	1.1	-5	-10	0.9
COc1ccc([N+](=O)[O-])cc1NC(=O)COC(=O)c1ccccc1C(=O)c1ccccc1	9	1	-2	-1	7	3.9	1	-4	92*	0.9
CCn1c(-c2csc(-c3ccccc3)n2)n[nH]c1=S	16	1	12	3	nt	4.5	1	-5	-9	0.8
S=C(Nc1ccc(Cl)cc1)NN1CCOCC1	-34	1	-18	-2	5	-0.1	1	-5	-8	1.3
O=C(CSc1ccccn1)N/N=C/C=C/c1ccccc1	-3	0.9	1	2	3	1.4	1	14	-5	1
Cn1c(N2CCOCC2)nc(-c2ccccc2)c1-c1ccccc1	-6	1	-16	-7	-12	0.8	1.1	-5	14	1.1
O=C(CN1CCC(Cc2ccccc2)CC1)N1CCc2ccccc2C1	-12	1.1	-21	-7	-16	0.9	1.1	-7	79*	1.1
c1ccc(CSc2ncnc3sccc23)cc1	3	1	-3	-2	12	2.6	1	-3	1	1
O=S(=O)(c1cc(Cl)ccc1Cl)N1CCCCC1	6	1	8	-1	-22	0.8	1	0	2	0.9
CCc1ccc(N2CC(C)Cn3c2nc2c3c(=O)n(CCN3CCOCC3)c(=O)n2C)cc1 (stereo not given)	-9	1	-10	-6	-1	-0.6	1.1	-4	0	1.1
COC(=O)c1ccc(CSc2nc3scc(-c4cccs4)c3c(=O)[nH]2)o1	-1	1	-3	-2	-15	2.6	1	1	-8	1
COc1ccc(C2C(=O)c3ccccc3C2=O)c(OC)c1	12	1.1	-9	-9	-10	1.8	1.1	-5	-1	0.9
Cc1cc(C)nc(N2CCC(C(=O)Nc3nnc(C)s3)CC2)n1	2	1	-10	0	0	-0.3	1	-5	-7	1
CCOC(=O)C(=O)c1c(C)cc2ccccn12	-6	0.9	-5	1	-10	1.0	1	14	-12	1.1
COc1ccc(S(=O)(=O)N(Cc2cc3ccc(OC)cc3[nH]c2=O)CC2COCCO2)cc1 (stereo not given)	0	1	-5	-8	1	-0.5	1.1	-2	4	1
COc1ccc(/C=N/NC(=O)c2ccc(NC(=O)c3cccc([N+](=O)[O-])c3)cc2)c(OC)c1	-9	1	-4	0	-16	2.2	1	1	3	1.1
C/C(=N/NC(=O)C1COc2ccccc2O1)c1ccco1 (stereo not given)	4	1	-25	-3	-6	0.2	1	-3	-5	1
CC(=O)Nc1c(N)c2ccccc2oc1=O	2	1.1	-6	-4	8	0.7	1	-9	-4	1
Cn1cc(Cl)c(C(=O)NNC(=S)NCc2ccco2)n1	-66	1	-101	5	9	0.2	0.9	-3	-3	1.7
C/C(=N\OCc1ccccc1)c1c(O)cc(C(C)C)n(-c2ccccc2)c1=O	17	1	-2	2	-25	3.0	1	-2	0	0.8
CCOC(=O)c1cnc(SCC(=O)Nc2ccc(NC(=O)CC)c(OC)c2)nc1N	9	1.1	-6	-5	-4	6.7	1.1	-5	5	0.9
O=C(NC(=S)Nc1cccc2cnccc12)c1ccccc1	-6	1	-6	-1	-10	1.9	1	4	-5	1.1
CCCCN(C)C(=O)c1nc2ccccn2c1CN1CCN(c2cnccn2)CC1	1	1	-1	2	1	-0.8	1	1	3	1
CC(C)C(=O)NC(=S)/C=C1/N(C)c2ccccc2C1(C)C	42	1.1	28	14	-2	-0.7	0.9	-6	12	0.6
C=CCNC(=S)NNC(=O)COc1ccc(Cl)cc1Cl	2	0.9	15	10	-20	0.4	0.9	6	-5	1
Cc1ccc(S(=O)(=O)N(c2ccc(Br)cc2)C2C=CS(=O)(=O)C2)cc1 (stereo not given)	-5	1	-3	-4	-24	4.1	1	-4	17	1.1
COc1ccc(C(=O)n2nnc3ccccc32)cc1Br	3	1	-9	-4	-9	0.7	1	0	-2	1
N=C(N)SCc1cccc2ccccc12	50	1	28	8	0	-0.9	0.9	0	6	0.5
CN(c1ccc(C(=O)NCc2ccccc2)cc1)S(C)(=O)=O	9	1	-13	-4	2	5.1	1	-4	-4	0.9

Compound profiles (already shown). Screens in order: bIAP inh, FLuc stim CS, TNAP inh noacc, TNAP inh hi DEA, APP transl inh, RAM inhibit, TNAP act hi DEA, FLuc inh counter, L major viab, bIAP activator
`c1ccc(CSc2ncnc3sccc23)cc1` is listed as 3, 1, -3, -2, 12, 2.6, 1, -3, 1, 1
`CCc1ccc(N2CC(C)Cn3c2nc2c3c(=O)n(CCN3CCOCC3)c(=O)n2C)cc1` (stereo not given) is listed as -9, 1, -10, -6, -1, -0.6, 1.1, -4, 0, 1.1
`CN(c1ccc(C(=O)NCc2ccccc2)cc1)S(C)(=O)=O` is listed as 9, 1, -13, -4, 2, 5.1, 1, -4, -4, 0.9

A second format for 2 compounds above.
compound | bIAP inh | FLuc stim CS | TNAP inh noacc | TNAP inh hi DEA | APP transl inh | RAM inhibit | TNAP act hi DEA | FLuc inh counter | L major viab | bIAP activator
CCOC(=O)C(=O)c1c(C)cc2ccccn12 | -6 | 0.9 | -5 | 1 | -10 | 1.0 | 1 | 14 | -12 | 1.1
COc1ccc(S(=O)(=O)N(Cc2cc3ccc(OC)cc3[nH]c2=O)CC2COCCO2)cc1 (stereo not given) | 0 | 1 | -5 | -8 | 1 | -0.5 | 1.1 | -2 | 4 | 1

Continuation.
SMILES	bIAP inh	FLuc stim CS	TNAP inh noacc	TNAP inh hi DEA	APP transl inh	RAM inhibit	TNAP act hi DEA	FLuc inh counter	L major viab	bIAP activator
COc1ccc(C(=O)NCCN2CCOCC2)c(OC)c1	-3	1	-4	-1	-14	-0.4	1	0	-5	1
Cc1cc2ccccc2c(=O)n1CC(=O)N(C)c1ccc(F)cc1	0	1	-5	-4	-6	2.3	1	-4	-3	1
O=C(N/N=C/C=C\c1ccccc1[N+](=O)[O-])c1ccco1	-6	1	-7	-5	-21	1.7	1	-2	1	1.1
CC(C)Oc1ccc(/C=N/NC(=O)C2CCCN2S(=O)(=O)c2ccc(Cl)cc2)cc1 (stereo not given)	-8	1	-7	-5	10	2.3	1.1	-3	60*	1.1
COc1ccc(OCCOc2ccccc2[N+](=O)[O-])cc1	20	1	-8	-4	-25	-1.5	1	-2	37	0.8
O=C(Nc1cccc(F)c1)Nc1ccccn1	3	0.9	5	0	-69	2.1	1	14	-1	1
O=C(O)CCSc1nc(C(F)(F)F)cc(=O)n1-c1ccccc1	10	1	-17	-3	5	0.8	1	-3	-8	0.9
CCCC(C)NC(=O)c1nc(-c2ccccc2)n(-c2ccccc2)n1 (stereo not given)	0	1.1	-2	-7	3	0.0	1.1	-11	2	1
O=C(Nc1ccc2c(c1)OCO2)C1CC(c2c(F)cccc2Cl)=NO1 (stereo not given)	26	0.9	-6	1	-35	1.8	1	6	0	0.7
N#Cc1ccc(OCCN2C(=O)NC3(CCSC3)C2=O)cc1 (stereo not given)	6	1	-12	-4	-3	1.0	1	-5	-6	0.9
CCOc1ccccc1NC(=O)C(=O)/C=C(\O)c1cc(OC)ccc1OC	-5	1.1	5	-3	-19	6.8	1	-12	44	1
Cc1c(C(=O)O)oc2c(F)cccc12	-8	1.1	-12	-6	4	1.4	1.1	-8	-2	1.1
Cn1c(C(=O)NCCN2CCN(c3ccccc3F)CC2)cc2c(=O)n(C)c3ccccc3c21	-4	1	0	6	-12	1.3	0.9	-1	51*	1
CCOC(=O)c1c(NC(=O)c2cc(-c3ccc(Cl)s3)nc3ccccc23)sc(C(N)=O)c1C	11	1.1	-10	-1	1	1.5	1	-5	-3	0.9
COc1ccccc1N1CCN(Cc2ccc(Br)o2)CC1	-4	1	-6	-2	18	1.4	1	4	11	1
Clc1ccc(-c2cc3ccccc3[nH]2)cc1	25	1	1	-2	-50	4.0	1	-4	-7	0.7
CCn1c(SCC(=O)c2ccc(Cl)cc2)nnc1-c1ccoc1C	14	0.9	-5	3	-4	0.6	1	5	3	0.9
CCC(=O)NC(NCC1CCCO1)C(Cl)(Cl)Cl (stereo not given)	-1	1.1	-3	-3	2	1.7	1	-7	-3	1
COc1cccc(CNC(=O)C2CCN(S(=O)(=O)N3CCCCC3)CC2)c1	-13	1.1	-7	-1	-27	0.6	1	-8	-2	1.1
CCN(CC)CCNCc1cc(Cl)ccc1OCc1ccccc1F	0	1	-4	-4	-7	0.8	1	0	99*	1
C=CCOc1ccc(/C=N/O)cc1Cl	11	1	-5	-2	3	-0.1	1	-1	38	0.9
O=C(CSc1ccccc1)N/N=C/c1ccccc1O	-2	1	-17	-2	17	-0.5	1	4	-4	1
COc1ccc(C)cc1NC(=O)NC1CCN(Cc2ccccc2)CC1	-9	1.1	-10	-3	5	3.0	1	-6	65*	1.1
CCC12CN3CCN(CC(C3)/C1=N\NC(=O)c1ccc(Cl)cc1)C2	11	1.1	-4	-5	10	1.0	1	-6	-5	0.9
CCOC(=O)c1c(C)[nH]c(NC(=O)Nc2c(C)n(C)n(-c3ccccc3)c2=O)c1C	-3	1	-41	-1	-9	1.3	1	2	-3	1
Cc1ccccc1-n1nc(C)c2cc(C(=O)NC3CC3)sc21	0	1.1	-2	-6	-2	-0.1	1.1	-6	12	1
Clc1ccc(-n2ncc3c(NCC4CCCO4)ncnc32)cc1 (stereo not given)	3	0.6	-12	-2	-156	-0.8	1	36	-5	1
CC(=O)Nc1cccc(C(=O)N/N=C/c2ccccc2F)c1	-2	0.7	4	-1	-47	1.1	1	35	83*	1
CC(=O)NC1C(=O)N(C)c2ccc(Br)cc21 (stereo not given)	4	1	-5	4	2	0.8	1	2	-6	1
COc1ccnc(N2CCN(c3ccc(Cl)cc3)CC2)c1C#N	3	1	-5	-3	5	14*	1	4	-4	1
CCOC(=O)c1cn(-c2c(Cl)cccc2Cl)c2cc(Cl)c([N+](=O)[O-])cc2c1=O	8	1.1	-8	-2	-9	2.0	1	-7	35	0.9
COc1ccccc1C1C2=C(N=c3s/c(=C/c4cccc(OCC(=O)O)c4)c(=O)n31)c1ccccc1CC2 (stereo not given)	4	1	4	-1	14	6.5	1	0	-2	1
O=C(Nc1cccnc1)c1ccc(C(=O)Nc2cccnc2)cc1	0	1	-9	-2	-2	-0.5	1	-5	6	1
FC(F)(F)c1nnc2ccc(NCc3ccccc3)nn12	-4	1	-6	2	-6	1.1	1	-1	1	1
